Pf apPOL block = Pf-apPOL DNA polymerase inhibition. Recombinant Pf-apPOL, molecular beacon fluorescence, 1.5 h. inhibition, % at 10 µM. 210,000 tested, 0.25% active
mHTT CaM bind = inhibitors of human mutant huntingtin-calmodulin interaction. P42858. AlphaScreen His-mHTT/GST-CaM binding, luminescence. inhibition, % at 15 µM. 190,000 tested, 3.6% active. AID 1671202;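 further: 0% = both proteins with DMSO and 100% = one protein alone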
The depositor's hits bear a star; i = inactive; · = not tested or not shown; & = joins results of further samples. No stated cut-off is given here; in the data, active means inhibition above about 50%; inactive means the rest.

No.	molecule	Pf apPOL block	mHTT CaM bind
1	Cc1cccc(C)c1NC(=O)C1(N(C)C(=O)/C=C/c2ccc3c(c2)OCO3)CCCCC1	-7	-2
2	O=C(CC1CCCCC1)N1CCN(c2nnc3c(Cl)cccn23)CC1	-10	60*
3	O=C(O)C1CC=CCC1C(=O)Nc1ccc2c(c1)OCO2 (centres undefined)	-9	0
4	O=C(NC1CCCCC1)/C(=C\c1ccc2c(c1)OCO2)NC(=O)c1ccccc1Cl	7	1
5	CCc1ccc(C(=O)/C=C/Nc2ccc(S(=O)(=O)Nc3onc(C)c3C)cc2)cc1	1	33
6	CC(C)(Oc1ccc(Cl)cc1)C(=O)NCc1ccc(F)cc1	-2	-22
7	CC12CC(NC(=O)N1c1ccccc1Cl)c1cc([N+](=O)[O-])ccc1O2 (centres undefined)	-4	2
8	Cc1ccc([N+](=O)[O-])cc1N=Cc1nc(-c2ccc(Cl)cc2)oc1O	12	0
9	OCCNc1nnnc2c1sc1nc(N3CCOCC3)c3c(c12)CCCC3	-2	42
10	CC1=C(C(=O)Nc2ccccc2)C(c2cccc(O)c2)n2ncnc2N1 (centres undefined)	0	-5
11	CCOc1ccc2cc(-c3cc4c(c(C)n3)c(=O)oc3cc(OCC)ccc34)c(=O)oc2c1	1	-3
12	COc1ccc(C(C)NC(=O)c2c(C)noc2-c2cccnc2)cc1 (centres undefined)	-5	-9
13	Cc1ccc(C(=O)Nc2cc(-c3ccccn3)no2)cc1F	-2	-7
14	O=C(Cn1cc(COc2c(F)c(F)c(Br)c(F)c2F)nn1)c1ccc(O)cc1	0	-5
15	O=C(N/N=C/c1ccc(Br)s1)c1ccco1	·	i
16	CCn1ncc(Cl)c1C(=O)N1CCCC1c1ccc(OC)cc1 (centres undefined)	-4	-3
17	COc1ccc(NC=CC(=O)c2ccc(Br)cc2)c(OC)c1	-5	-3
18	Cc1cccc(NC(=O)CSc2nnnn2-c2ccccc2F)c1C	-20	2
19	O=C(c1ccc([N+](=O)[O-])cc1)N1CCN(C2=NS(=O)(=O)c3ccccc32)CC1	-2	-4
20	Cc1ccc(-n2ncc3c(SCC(=O)Nc4cc(C)on4)ncnc32)c(C)c1	0	-14
21	CCOc1ccc(-c2cnc3ccccc3n2)cc1	0	-11
22	O=C1CC(c2cccs2)Sc2nc(-c3ccc(F)cc3)nn21 (centres undefined)	-2	-5
23	NC(=O)C1CCN(C(=O)OCc2ccccc2)CC1	-9&2	·
24	O=C1Nc2ccccc2C1=Cc1cnc(-c2ccccc2)[nH]1	4&-12	·
25	Cn1c(Cc2ccccc2)nnc1Sc1ccc([N+](=O)[O-])cc1S(=O)(=O)N1CCOCC1	2&-4	11&4
26	Cc1cc(C)cc(C(=O)NCc2c(C)nc3sc(C)nn23)c1	1	10
27	COc1ccc(C2C=C(c3cccc(NC(C)=O)c3)Nc3ncnn32)c(OC)c1 (centres undefined)	83*	4
28	CC(C)CCNC(=O)CC1CCN(S(=O)(=O)c2cccs2)CC1	0	-1
29	O=C1C2C3CCC(C3)C2C(=O)N1c1ccc(Cl)c(C(F)(F)F)c1 (centres undefined)	-2	2
30	CCOc1cc(OCC)cc(C(=O)Nc2ccc(Br)cn2)c1	-15	-14

An excerpt of these results, screen by screen.
[23] NC(=O)C1CCN(C(=O)OCc2ccccc2)CC1
[21] CCOc1ccc(-c2cnc3ccccc3n2)cc1
[16] CCn1ncc(Cl)c1C(=O)N1CCCC1c1ccc(OC)cc1 (centres undefined)
[25] Cn1c(Cc2ccccc2)nnc1Sc1ccc([N+](=O)[O-])cc1S(=O)(=O)N1CCOCC1
[3] O=C(O)C1CC=CCC1C(=O)Nc1ccc2c(c1)OCO2 (centres undefined)

Compound | 23 | 21 | 16 | 25 | 3
Pf apPOL block | -9&2 | 0 | -4 | 2&-4 | -9
mHTT CaM bind | · | -11 | -3 | 11&4 | 0

More records:
No.	molecule	Pf apPOL block	mHTT CaM bind
31	O=C(C1CCN(c2nnc(-c3ccccc3)o2)CC1)N1CCN(c2ccccc2F)CC1	-5	7
32	O=[N+]([O-])c1ccc(Nc2nc(Cl)nc(NC3CCCCC3)n2)cc1	-1	24
33	CN1CCN(C(=O)c2noc3c2CC(C(C)(C)C)CC3)CC1 (centres undefined)	-5	-2
34	O=C(CCS(=O)(=O)c1ccc(Br)cc1)Nc1ccc(Br)cc1F	6	0
35	Cc1ccc(CCNC(=O)C2CCCN(S(=O)(=O)N3CCC(C)CC3)C2)cc1 (centres undefined)	-5	6
36	COc1cccc(CN2C(=O)c3ccccc3C2C(=O)NC2CCCCCCC2)c1 (centres undefined)	-15	6
37	Clc1ccc(-n2nnnc2-c2ccccc2)cc1Cl	3	-6
38	CC(C)COc1ccc(/C=C2/NC(=O)N(Cc3ccc(Br)cc3)C2=O)cc1	2	0
39	O=C1C2N=NN(c3ccc(F)cc3)C2C(=O)N1c1cccc(F)c1 (centres undefined)	-1	14
40	CCOc1ccc(C(=O)N2CCc3nc[nH]c3C2)cc1	-2	1
41	N#Cc1cc(N2CCN(c3cc(C#N)c(C#N)cc3[N+](=O)[O-])CC2)c([N+](=O)[O-])cc1C#N	0	-1
42	COc1ccc(C(=O)Nc2cccc(-c3cn4ccccc4n3)c2)cc1	-6	15
43	CCn1cc(C(=O)O)c(=O)c2cc(F)c(N3CCN(S(=O)(=O)c4ccccc4)CC3)cc21	-2	-5
44	O=C(CCn1c(=O)[nH]c2ccsc2c1=O)NCCc1ccc(Cl)cc1	4	-2
45	Cc1ccccc1N1CCC(C(=O)NCC2CCCO2)C1=O (centres undefined)	-4	-4
46	Cc1cccc(CNC(=O)C2(C)Oc3cccnc3N(C)C2=O)c1 (centres undefined)	4	-8
47	CCS(=O)CCSc1nc(-c2ccccc2)cc(-c2ccccc2)c1C#N (centres undefined)	-5	-10
48	Cc1cccc(-n2c(SCC(=O)NC(C)(C)C)nc(O)cc2=O)c1	-2	5
49	Cc1cccc(-n2c(CN3CCN(C(=O)Nc4cccc(F)c4)CC3)nc3cccnc32)c1	-2	15
50	Cc1ccc(O)c(NC(=O)CC(NCCc2ccccc2)C(=O)O)c1 (centres undefined)	-3	-2
51	CCC(C)NC(=O)c1cnn2c(-c3ccc(C)c(C)c3)ccnc12 (centres undefined)	1	-21
52	COc1ccccc1C1=NN(C(=O)CN2CCCC2)C(c2ccc(C)cc2)C1 (centres undefined)	-5	43
53	CCOc1ccccc1N1CCN(Cc2ccc(OC)c(O)c2)CC1	0	2
54	COc1cccc(CNC(=O)CCC(=O)N2CCCn3nc(C)cc32)c1	-3	-6
55	O=C(Nc1c2c(nn1-c1ccc(F)cc1)CSC2)c1cc(Cl)ccc1[N+](=O)[O-]	-11	21
56	Fc1ccc(OCCCCN2CCCC2)cc1	1	0
57	Cc1cc2n(n1)CCCN2C(=O)CCC(=O)Nc1cccc(Cl)c1C	-3	0
58	O=C(CCC(=O)NC1CCCCCC1)Nc1nc(-c2cc3cc(Cl)ccc3oc2=O)cs1	10	-8
59	COc1ccc(OC)c(NC(=O)N2CC(C)Oc3ccc(C)cc32)c1 (centres undefined)	-16	62*
60	Cc1c(C)c(C)c(CON=Cc2ccccc2SC(C)(C)C)c(C)c1C	-6	·
61	Cc1c(NC(=O)c2cncc(Br)c2)cccc1-c1nc2ccccc2o1	3&-10	2&6
62	CCN1CCCC1CNC(=O)C1c2cc(OC)c(OC)cc2C(=O)N(C)C1c1cccnc1 (centres undefined)	-4	-1
63	COCCCNC(=O)C1CCCN(S(=O)(=O)N2CC(C)CC(C)C2)C1 (centres undefined)	-10	-8
64	Cc1cccc(-c2nc3cc(NC(=O)c4ccco4)ccc3o2)c1	-8	8
65	Cc1nnnn1-c1ccc(Cl)cc1	-8	·
66	COc1ccc(-c2c3c(=O)n(C)c(=O)n(C)c3cn2-c2ccc(C)cc2C)cc1	-4	15
67	O=C(COc1ccccc1Br)NCc1ccccc1	-16	-13
68	COc1ccccc1CN1C(=O)c2ccccc2CC1(C)C(=O)NC1CCCCC1 (centres undefined)	-5	0
69	CC(C)C(=O)Nc1ccc2c(c1)CC(C(=O)NCCCc1ccccc1)CO2 (centres undefined)	-2	0
70	CC(C)(C)C(=O)Nc1c(Cl)cccc1OC(F)(F)F	4	·
71	Cc1c(C)c(C)c(C(=O)C(=NN)c2ccccc2)c(C)c1C	-6&-3	·
72	CCC(=O)NCCc1csc(C2CCCN(C(=O)C3CCCC3)C2)n1 (centres undefined)	-5	4
73	O=C(c1ccccc1)c1nn2c(nc(=O)c3ccccc32)s1	2	5
74	CCOC(=O)C1CCN(C(=O)CN2CCN(c3ccc4c(c3)OCO4)C2=O)CC1	-1	-5
75	COc1ccc(-n2c(C)nc3ccc(NC(=O)c4cccc([N+](=O)[O-])c4C)cc3c2=O)cc1	-3	20
76	Cc1[nH]n(-c2ccccc2)c(=O)c1C(=NCc1ccccc1)c1ccccc1	18	2
77	COc1ccc(CN2CCN(C(=O)c3cccc(F)c3)CC2)cn1	-1	3
78	O=C(NC(C(Cl)(Cl)Cl)S(=O)(=O)c1ccccc1)c1ccccc1Cl (centres undefined)	-4	6
79	FC(F)(F)c1ccnc(NCc2ccc3c(c2)OCO3)n1	-6	·
80	CN1C(=O)Cc2ccccc2C1C(=O)NC1CCN(Cc2ccccc2)CC1 (centres undefined)	2	-6
81	Cc1nn(C)c2c(=O)n(CC(=O)NCc3ccc(Br)cc3)ccc12	-2	-3
82	CCCCOc1ccccc1/C=C1\SC(=O)N(CN2CCOCC2)C1=O	-1	0
83	COc1ccc(C=Nc2c(C)n(-c3ccccc3)c(=O)n2C)cc1	-4	-2
84	Cn1c(=O)c2c(nc(NCCO)n2Cc2ccc(Cl)cc2Cl)n(C)c1=O	-6	1
85	Cc1cc(C)c(S(=O)(=O)Nc2ccccc2I)c(C)c1	-6	-32
86	C=CCCC1CN(CC=C)S(=O)(=O)c2c(F)cccc2O1 (centres undefined)	-3	-31
87	O=C(NCCN1CCN(C(=O)c2cccs2)CC1)c1ccc[nH]c1=O	-2	-13
88	CCOC(=O)N1CCc2nn(CC(=O)Nc3ccc4c(c3)CCC4)c(=O)cc2C1	2	21
89	Cc1cc(OCC(=O)N2CCN(c3ccccc3)CC2)ccc1Cl	-4	15
90	Cc1c(-c2nc3s/c(=C\c4ccccc4[N+](=O)[O-])c(=O)n3n2)oc2ccccc12	0	1

Record cards, as listed above:
FC(F)(F)c1ccnc(NCc2ccc3c(c2)OCO3)n1 is listed with Pf apPOL block = -6; mHTT CaM bind = ·
Cc1c(C)c(C)c(C(=O)C(=NN)c2ccccc2)c(C)c1C is listed with Pf apPOL block = -6&-3; mHTT CaM bind = ·

Next part
No.	molecule	Pf apPOL block	mHTT CaM bind
91	O=C(CN1CCC(c2nc(-c3cccs3)no2)CC1)NCc1ccc2c(c1)OCO2	-3	3
92	O=C(NC1CC2CC1N(C(=O)c1ccco1)C2)c1cccnc1 (centres undefined)	-4	-2
93	O=C(NCc1ccc2c(c1)OCO2)C(=O)Nc1ccncc1	0	-4
94	COc1ccccc1CNC(=O)CC1CCN(C(=O)c2[nH]c(C)c(C)c2C)CC1	-1	26
95	Cc1c(C(=O)NCc2cccnc2)oc2ccc(S(=O)(=O)N3CCOCC3)cc12	12	4
96	O=c1[nH]c(=O)n(-c2ccccc2F)c(O)c1C=C1C=Nc2ccc(Br)cc21	5	100*
97	CC(C)N1Cc2cc(C(=O)NCCN3CCc4ccccc4C3)sc2C1	1	18
98	CCN(C(=O)COc1cc(C)nc(N2CCCC2)n1)c1ccccc1	0	4
99	CC(C)(C)C(=O)OCC(N)=S	3	·
100	COc1cc(/C=C2/N=C(c3ccc(Cl)c([N+](=O)[O-])c3)OC2=O)cc(OC)c1OC	2	0
101	CCC(=O)N(c1ccccc1)C1CC(C)Nc2ccccc21 (centres undefined)	0	16
102	O=C1CCCC2=C1C(c1ccco1)Nc1ccc(C(=O)c3ccccc3)cc1N2 (centres undefined)	8&1	31&18
103	COc1cc(OC)cc(C(=O)N2CCC(c3noc(-c4cccc(OC)c4)n3)CC2)c1	6	10
104	Cc1cccc(NC(=O)C2CCN(c3cncnc3N3CCOCC3)CC2)c1	1	-1
105	CCOc1ccccc1C1C(C(=O)Nc2ccc(Cl)cc2)=C(C)Nc2nnnn21 (centres undefined)	-1	28
106	CCN(Cc1ccccc1)C(=O)C(C)n1ncccc1=O (centres undefined)	-3	-10
107	COc1cccc2c1OC1(C=C2)N(C)c2ccccc2C1(C)C (centres undefined)	-16	2
108	O=C(CC(c1ccccc1)c1ccccc1)Nc1ccc(S(=O)(=O)Nc2ncccn2)cc1	18	15
109	CC(C)C(=O)N1CCC(c2ccn3ncc(C(=O)N4CCCC4)c3c2)CC1	-3	-3
110	O=C(NCCc1ccccc1)NCCC1CCN(S(=O)(=O)c2ccc(F)cc2)CC1	1	41
111	COc1ccc(Nc2ncnc3c2cnn3C)cc1	0	1
112	CCCn1c2ccccc2c2nnc(SCC(=O)Nc3ccccc3OC)nc21	0	2
113	COc1cccc(S(=O)(=O)N2CCN(CC(F)(F)F)CC2)c1	0	-23
114	CN(C)C1CCN(Cc2ccc(C(F)(F)F)cc2)CC1CO (centres undefined)	-8	10
115	CCC(C(=O)N1CCC(c2nc(CCNC(C)=O)cs2)CC1)c1ccccc1 (centres undefined)	-4	17
116	CCCCC(=O)Nc1c(-c2ccc(C)cc2)nc2ccccn12	-2	-2
117	CN(CC(=O)Nc1ccc(C(=O)O)cc1)S(=O)(=O)c1ccccc1	-3	-3
118	COc1ccccc1NC(=O)C1=C(C)Nc2nnnn2C1c1ccc(Cl)cc1 (centres undefined)	4	20
119	CCOc1ccccc1CN1C(=O)CCC1(C)C(=O)NC1CCCC1 (centres undefined)	-4	-2
120	Cc1ccc(N=c2oc3ccc([N+](=O)[O-])cc3cc2C(=O)Nc2nccs2)c(C)c1	-4	9

Screening results deposited in PubChem BioAssay by University of Kansas High Throughput Screening Laboratory.

Not all compounds are listed; rates above refer to the full screens.
